HP1b binding inh: HTS for Inhibitors of HP1-beta Chromodomain Interactions with Methylated Histone Tails; hit rate 0.56% among 390,000; AlphaScreen HP1-beta / biotin-H3K9me3 peptide binding; Potency, µM (highest dose often 114 µM), for inactives: top-dose activity change, negative = inhibition, most hits filed as inhibitors; Chromobox protein homolog 1 (Homo sapiens), P83916; AID 540317, 2011; note: nearly all actives have a fitted effect of over 70% in size; inactives centre near 23
Target sequence (P83916 whole entry, looked up): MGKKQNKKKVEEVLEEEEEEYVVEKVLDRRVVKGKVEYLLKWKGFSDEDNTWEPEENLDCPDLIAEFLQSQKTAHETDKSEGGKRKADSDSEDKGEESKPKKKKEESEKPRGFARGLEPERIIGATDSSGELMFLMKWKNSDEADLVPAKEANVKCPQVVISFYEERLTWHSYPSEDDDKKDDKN
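HP1-beta protein (50 nM final) preincubated 30 min at room temperature with biotinylated H3(1-18)K9me3 peptide (50 nM) in PBS pH 7.4, 0.01% Tween-20, then compound added for 30 min. AlphaScreen streptavidin donor/nickel chelate acceptor beads (10 ug/mL final), 30 min dark, luminescence read.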
JMJD2A Tudor: qHTS Assay for Inhibitors of JMJD2A-Tudor Domain; Lysine-specific demethylase 4A (Homo sapiens), O75164; AlphaScreen JMJD2A-Tudor / H3K4me3 peptide binding; Potency, µM (doses to about 114 µM), without a hit: at the highest dose activity change, negative = inhibition, actives largely listed as inhibitors; hit rate 4.4% among 390,000; note: % is set by controls: 0 for no effect and ±100 for the full control effect; nearly all actives have a fitted effect of over 50% in size
Pol iota inh: qHTS for Inhibitors of Polymerase Iota | DNA polymerase iota (Homo sapiens), Q9UNA4 | Pol iota fluorescent replication assay, 10 min | Potency, µM (titrated, usually from 115 µM), inactives show at the top dose activity, negative = inhibition, hits mostly inhibitors | hit rate 1% among 390,000 | AID 588590, 2011
Target sequence (Q9UNA4 whole entry, looked up): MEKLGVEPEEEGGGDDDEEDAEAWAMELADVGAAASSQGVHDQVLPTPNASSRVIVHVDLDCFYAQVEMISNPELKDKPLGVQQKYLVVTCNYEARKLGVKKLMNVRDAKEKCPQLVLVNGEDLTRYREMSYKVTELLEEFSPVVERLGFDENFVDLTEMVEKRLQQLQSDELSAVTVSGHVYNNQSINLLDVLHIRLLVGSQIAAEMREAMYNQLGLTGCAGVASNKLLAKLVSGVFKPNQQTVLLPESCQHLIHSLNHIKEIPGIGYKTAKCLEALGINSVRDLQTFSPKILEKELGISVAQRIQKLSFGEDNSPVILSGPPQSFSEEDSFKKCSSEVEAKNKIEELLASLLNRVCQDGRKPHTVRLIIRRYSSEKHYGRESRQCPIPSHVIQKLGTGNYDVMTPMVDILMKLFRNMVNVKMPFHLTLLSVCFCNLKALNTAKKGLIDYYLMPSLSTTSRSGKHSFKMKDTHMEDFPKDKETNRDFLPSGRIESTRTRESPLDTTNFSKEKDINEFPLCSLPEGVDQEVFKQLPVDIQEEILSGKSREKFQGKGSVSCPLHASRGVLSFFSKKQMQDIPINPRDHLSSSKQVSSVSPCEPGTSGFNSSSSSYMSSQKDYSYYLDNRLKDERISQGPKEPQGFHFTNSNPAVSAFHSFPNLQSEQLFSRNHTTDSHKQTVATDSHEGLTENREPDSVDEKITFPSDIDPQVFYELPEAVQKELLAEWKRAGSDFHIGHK
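Fluorescent replication assay read twice, at 0 min and 10 min after adding 50 nM (final) substrate. Enzyme (10 nM) and compounds were first incubated 15 min at room temperature; enzyme-free buffer wells were negative controls.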
G9a inh: qHTS Assay for Inhibitors of Histone Lysine Methyltransferase G9a; Histone-lysine N-methyltransferase EHMT2 (Homo sapiens), Q96KQ7; G9a H3K9 monomethylation, AlphaScreen, 2 h; Potency, µM (doses to about 102 µM), without a hit: at the top dose activity, negative = inhibition, hits mostly inhibitors; hit rate 8.8% among 350,000; note: % is set by controls: 0 for no effect and ±100 for the full control effect; nearly all actives have a fitted effect of over 75% in size
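G9a (20 nM) was preincubated 15 min with compound, then reacted 2 h at room temperature with 500 nM biotin-H3K9 peptide and 20 µM SAM. Monomethyl-H3K9 detected by AlphaScreen using anti-H3K9me1 antibody.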
GLS inh: qHTS for Inhibitors of Glutaminase (GLS). AID 624170, 2012. Potency, µM (series often up to 45.5 µM), for inactives: top-dose activity change, negative = inhibition, most hits filed as inhibitors. GLS enzymatic activity, qHTS titration. hit rate 0.21% among 410,000; note: % is set by controls: 0 for no effect and ±100 for the full control effect
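Read-out is an Amplex red fluorescence increase coupled through glutamate oxidase and HRP, measured before and after 30 min room-temperature incubation. hKGA is in 45 mM KH2PO4 (pH 8.2) with 0.02% Tween-20; glutamine added as 1mM solution.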
BAZ2B block: qHTS Assay for Inhibitors of BAZ2B | AlphaScreen BAZ2B-H3K14Ac peptide displacement | Potency, µM (series often up to 114 µM), without a hit: at the highest dose activity change, negative = inhibition, usual class: inhibitors | hit rate 4.4% among 360,000 | AID 504333, 2011; note: % is set by controls: 0 for no effect and ±100 for the full control effect; nearly all actives have a fitted effect of over 60% in size
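AlphaScreen luminescence quantifies BAZ2B engagement of H3K14Ac peptide; the protein and biotinylated peptide are both at 50 nM final, buffer PBS pH 7.4 with 0.01% Tween-20, all steps at room temperature.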
Pin1 inh: qHTS Assay to Find Inhibitors of Pin1 | Potency, µM (highest dose often 115 µM), for inactives: at the top dose activity, negative = inhibition, most hits filed as inhibitors | Peptidyl-prolyl cis-trans isomerase NIMA-interacting 1 (Homo sapiens), Q13526 | Pin1 FP peptide displacement, HiFluor488, 10 min | hit rate 0.009% among 390,000; active = well fitted inhibition curve with a large enough effect in the polarisation, with a control signal flat, not every such curve was filed as active; inconclusive = small, poorly fitted or top-dose-only effect, or effect the other way, or a change in a side signal; inactive = no such curve, though single readings can be large or run the other way; the % refers to the polarisation; note: % is set by controls: 0 for no effect and ±100 for the full control effect
PGK inhibitor: qHTS Assay to Find Inhibitors of Phosphoglycerate Kinase; Potency, µM (series often up to 57.5 µM), for inactives: at the highest dose activity change, negative = inhibition, hits mostly inhibitors; PGK/GAPDH coupled, Kinase-Glo luminescence, 60 min; Phosphoglycerate kinase, glycosomal (Trypanosoma brucei brucei), P07378; hit rate 0.043% among 380,000; note: % is set by controls: 0 for no effect and ±100 for the full control effect; nearly all actives have a fitted effect of over 60% in size
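Luminescent ATP detection (Kinase-Glo Plus) follows a 60-minute room-temperature incubation, with wells lacking PGK as controls. Buffer: 100 mM TEA (pH 7.6), 5 mM MgCl2, 0.01% Tween-20. Coupling enzyme GAPDH (100 nM final) supplies unstable 1,3-BPG in-well.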
BLM inh: qHTS Assay for Inhibitors of Bloom's syndrome helicase (BLM). RecQ-like DNA helicase BLM (Homo sapiens), P54132. hit rate 0.2% among 350,000. Potency, µM (highest dose often 56.1 µM), for the others: top-dose activity change, negative = inhibition, actives largely listed as inhibitors. recombinant BLM DNA unwinding, fluorescence dequenching;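 note: plate controls were vehicle for no effect and no enzyme for full effect; nearly all actives have a fitted effect of over 35% in size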
* = called active by the depositor; i = inactive; ? = inconclusive; · = no result given; & = joins results of further samples; [ ] = dose if it differs, or a comment. Unless noted, calls come from the whole dose curve; as a rule, active = well fitted curve in the direction sought with a large enough effect; inconclusive = small, poorly fitted or top-dose-only effect, or another doubt; inactive = no such curve, though single readings can be large; an effect the other way counts as inactive or inconclusive. Potency is the fitted concentration of half-maximal effect. The list is partial; count on the stated rates, not on these rows.

SMILES	HP1b binding inh	JMJD2A Tudor	Pol iota inh	G9a inh	GLS inh	BAZ2B block	Pin1 inh	PGK inhibitor	BLM inh
O=C1c2ccccc2N[C@@H]2C=CC[C@@H]2N1O	30.2%	?	5.5%	·	26.8%	·	-1.2%	-3.4%	·
C=CCn1ccc(=O)nc1SC	27.0%[57 µM]	-10.3%	-13.6%	·	-10.5%	·	-11.0%	-7.1%	·
Cc1ccc(/C=C/C(=O)c2ccc(N3CCOCC3)cc2)s1	18.8%	-23.4%	5.6%	6.7%	-30.2%	-5.5%	?	-12.2%	-5.8%
Cc1ccccc1NC(=O)c1cc(-c2ccco2)nc2ccccc12	?	20µM*	39.8µM*	·	20.2%	·	?	?	·
Cc1ccc(NC2=C(N3CCCCC3)C(=O)c3ccccc3C2=O)cc1	?	14.1µM*	?	5.62µM*	29.0%	-28.5%	-0.5%	-18.4%	-6.3%
CCOC(=O)c1csc(NC(=O)c2cc(=O)c3ccccc3o2)n1	36.3%	-9.2%	?	-28.8%	5.4%	-19.3%	?	5.1%	-2.9%
CCOC(=O)c1[nH]c(C=O)c(C(=O)OCC)c1C	1.6%	3.8%	91.8%[activator]	2.2%	?	-17.3%	15.0%	3.7%	-7.4%
COc1ccc(N2CCN(C(=O)c3oc4ccccc4c3NC(=O)CCc3cc(OC)no3)CC2)cc1	-20.9%	44.7µM*	40.2%[activator]	35.5µM*	2.6%	?	-3.1%	2.5%	-5.3%
Cc1[nH]c2ccccc2c1SCC(=O)NNC(=O)Nc1ccc(OC(F)(F)F)cc1	-6.4%	?	29.2%	·	1.9%	?	-2.5%	-7.1%	-19.0%
COc1ccc(OC)c(CNC(=O)C2CCCN(c3nc4ccccc4o3)C2)c1 (configuration not stated)	7.6%	1.3%	-15.5%[58.9 µM]	-45.6%[59 µM]	2.1%	13.7%	1.6%	4.5%	-1.5%
Cc1ccccc1NC(NC(=O)c1cccnc1)C(Cl)(Cl)Cl (configuration not stated)	28.0%	-12.4%	-11.6%	22.8%	14.1%	10.8%	1.5%	-2.1%	0.5%
Cc1ccccc1N1CC(c2nc3ccccc3[nH]2)CC1=O (configuration not stated)	27.9%	12.7%	24.1%	?	-20.2%	-0.7%	5.9%	-6.3%	1.0%
O=C(CSc1cn(CCNC(=O)c2ccccc2)c2ccccc12)NCC1CCCO1 (configuration not stated)	29.4%	-12.5%	67.5%[activator]	1.4%	12.7%	-4.6%	-2.5%	-8.6%	1.8%
CCCCn1c(SCC#N)nc2ccccc2c1=O	22.8%[57 µM]	13.8%[57.1 µM]	-29.7%	·	·	·	5.9%	·	·
CC(C)[C@H](NC(=O)CCCn1nnc2ccccc2c1=O)C(=O)O	42.4%[activator]	-0.7%	18.9%	·	-9.4%	-0.5%	0.5%	-8.9%	-3.2%
COCC(=O)Oc1c(Sc2ccc(C)cc2)c(C)nn1C(C)(C)C	77.5%[activator]	38.9%[activator]	?	?	24.8%	42.5%[activator]	-7.1%	-11.5%	-5.3%
N#C/C(=C\c1cccnc1)c1ccccc1[N+](=O)[O-]	-9.4%	-17.2%	-8.2%	-6.1%	9.8%	-2.0%	-2.3%	-9.9%	-1.0%
O=C(NC1CCCC1)C1CC1c1ccccc1 (configuration not stated)	6.9%	0.7%	22.9%	-28.4%	-1.8%	-17.9%	-12.6%	-8.0%	2.2%
O=C1C(C=Nc2ccccc2)=C(O)c2ccccc21	36.7%	-15.4%	19.5%	-4.5%[12.7 µM]	0.9%	-2.1%	0.8%	?	-3.1%
O=C1CC(NCc2ccccc2)C(=O)N1c1ccc(F)cc1 (configuration not stated)	43.9%[activator]	4.5%	94.4%[activator]	?	9.7%	-20.3%	6.0%	4.8%	-3.1%
Cc1ccc(Sc2c(C)nn(-c3ccccc3)c2OC(=O)C(C)(C)C)cc1	109.3%[activator]	25.6%	21.2%	10µM*	18.5%	16.8%	-2.6%	i	-6.0%
COC(=O)c1cc2cc(NS(=O)(=O)c3ccc(C)cc3)ccc2s1	32.9%	-15.9%	4.8%	-8.9%[59 µM]	11.9%	9.5%	4.4%	-5.8%	-9.7%
COC(=O)C1=C(C)N(C2CCCCC2)C(=O)/C1=C\c1cccs1	-32.9%	?	6.6%	3.16µM*	0.0%	3.16µM*	-1.3%	-3.5%	-3.1%
CSc1ccc(CN(C)CC(=O)NCc2ccc(F)cc2)cc1	13.9%	-15.9%	99.0%[activator]	7.7%	3.2%	-8.3%	-0.7%	i	-2.2%
COc1cccc(NC(=O)CN(C)CC(=O)Nc2ccc3c(c2)OCO3)c1	16.1%[57 µM]	-20.7%	29.5%	·	5.2%	·	-4.6%	-3.6%	·
CC(=O)Nc1ccc(C(=O)CSc2nnnn2C)cc1	53.7%[activator]	2.4%	-4.0%	9.4%[59 µM]	-1.8%	-1.1%	-8.8%	-8.4%	-2.1%
O=C(N/N=C/c1cn(-c2ccccc2)nc1-c1cccs1)c1ccncc1	33.0%	-9.0%	42.6%[activator]	13.8%[59 µM]	-1.8%	-1.8%	-1.3%	-1.1%	-3.8%
O=C1Nc2ccccc2C(O)(C(=O)NCc2ccc3c(c2)OCO3)N1c1ccc(Cl)c(Cl)c1 (configuration not stated)	18.0%	-4.3%	-5.5%	15.8%[59 µM]	-10.0%	-0.8%[57.1 µM]	7.2%	-4.7%	-5.4%
Cc1cc2[nH]c(=O)c(=O)[nH]c2cc1S(=O)(=O)Nc1cccc(F)c1	44.8%[activator]	-1.0%	19.5%	2.5%	1.3%	-5.0%	0.7%	-1.1%	-0.5%
CC(C)C(=O)Nc1nc(-c2ccc3c(c2)CCN3C(=O)C2CC2)cs1	5.8%	-0.4%	64.2%[activator]	?	-25.6%	-16.2%	4.2%	-6.3%	-3.3%
O=C(O)C1(P(=O)(c2ccc(Cl)cc2)c2ccc(Cl)cc2)CC1	34.9%	-11.1%	23.4%	·	3.9%	-10.3%	-5.4%	-8.5%	2.5%
NC(=S)n1[nH]c(-c2ccc([N+](=O)[O-])cc2)c(N=Nc2ccccc2[N+](=O)[O-])c1=O	-5.8%	?	?	0.9%	-10.2%	39.8µM*	?	-7.8%	-6.2%
CCCn1c2ccccc2c2cnn(CC(=O)NCCN(CC)CC)c(=O)c21	8.6%&26.0%	-12.9%&-19.8%	55.2%&10.0%[activator]	33.1%[0.501 µM]	-11.3%&3.0%	-4.5%&-9.9%	-1.4%&-7.2%	-6.2%	-4.2%&-4.6%
Cc1ccc(C(=O)NCc2ccco2)c(C)c1	28.5%	-0.4%	178.7%[activator]	9.6%[59 µM]	4.4%	-9.1%	-1.0%	4.7%	-1.3%
CC(C)c1ccc(NC(=O)CS(=O)(=O)c2cccc3nsnc23)cc1	17.9%[57 µM]	-14.8%	10.3%	-2.3%[59 µM]	1.2%	-14.6%	-2.0%	-0.6%	-7.4%
CCn1nc(C)cc1C(=O)N1CCCC(C(=O)c2ccc(OC)cc2C)C1 (configuration not stated)	25.5%	12.0%	35.4%[activator]	1.8%	-2.3%	-9.7%	8.5%	-9.5%	2.2%
Cc1sc2ncnc(N3CCN(S(=O)(=O)c4ccccc4)CC3)c2c1C	32.8%	-3.5%	-21.8%	13.3%[12.7 µM]	0.8%	?	?	i	·
O=C(CC12CC3CC(CC(C3)C1)C2)NC(=S)Nc1ccc(CN2CCOCC2)cc1	3.3%	?	25.4%	3.8%[12.7 µM]	5.8%	?	2.0%	-7.7%	-15.8%
Cc1ccc(CCNC(=O)CCS(=O)(=O)c2ccc3nc(C)sc3c2)cc1	106.9%[activator]	-10.6%	-14.0%	25.0%	0.0%	-0.8%	3.2%	-10.5%	0.9%
O=C(N1CCCCC1)C1(c2ccccc2)CCOCC1	10.2%	-3.6%	0.3%	15.3%[59 µM]	5.0%	-5.6%	0.3%	-7.6%	-3.3%
O=C(NCc1ccccn1)c1ccc(Cn2c(=S)[nH]c3ccccc3c2=O)cc1	52.3%[activator]	-14.5%	50.1µM*	-4.4%	-5.4%	·	90.0%[activator]	i	-6.5%
COc1ccc(SC[C@H](C)CN2CC[C@H](C(C)(C)C)CCC2=O)cc1	104.6%[activator]	0.7%	9.4%&8.1%	-8.8%[2.33 µM]	-2.9%	7.7%	?	-0.3%	·
CC(C)CCNC(=O)CN(Cc1ccccc1)C(=O)CCC(=O)Nc1nccs1	7.3%	-12.0%	9.7%	1.9%[59 µM]	2.6%	7.7%	3.6%	6.3%	0.6%
O=C(NCc1ccc(OC(F)(F)F)cc1)C1CC(c2ccccc2C(F)(F)F)=NO1 (configuration not stated)	38.1%	1.4%	9.6%	-9.2%[12.7 µM]	-0.3%	0.0%	?	-8.0%	-15.4%
N#CCSCC(=O)Nc1ccccc1	21.9%	-7.8%	26.5%	11.0%[59 µM]	3.4%	-31.9%	1.9%	-4.6%	-1.0%

Only BLM inh, for three of the compounds above:
canonical_smiles,BLM inh
CCCn1c2ccccc2c2cnn(CC(=O)NCCN(CC)CC)c(=O)c21,-4.2%&-4.6%
Cc1ccc(C(=O)NCc2ccco2)c(C)c1,-1.3%
CC(C)c1ccc(NC(=O)CS(=O)(=O)c2cccc3nsnc23)cc1,-7.4%
